DDE Tn6 FP inh = inhibitors of Tn6 peptide binding to fibrin DD(E), primary screen, biochemical, fluorescence polarization, human fibrin, Tn6 probe. 0.21% of 370,000 active. AID 720509, 2013. Fibrin DD(E) TRITC-Tn6 fluorescence polarization displacement. inhibition, % at 8.3 µM;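 active = inhibition above a per-campaign cutoff: mean of compounds within control limits plus 3 SD, cut at about 15% in these data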;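 also: 0% = median of all compound wells on the plate and 100% = blocking peptide control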
proKLK7 act = proKLK7 zymogen activators, primary screen, biochemical, fluorescence intensity; 0.9% of 370,000 active; purified proKLK7, EDANS-DABCYL substrate fluorescence; 100% is mature enzyme control, 0% vehicle; activation, % at 7 µM;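 active = activation above the mean of all tested compounds plus 3 SD, computed per campaign excluding outliers beyond control limits, cut at about 13% in these data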
Target sequence (P49862 whole entry, looked up): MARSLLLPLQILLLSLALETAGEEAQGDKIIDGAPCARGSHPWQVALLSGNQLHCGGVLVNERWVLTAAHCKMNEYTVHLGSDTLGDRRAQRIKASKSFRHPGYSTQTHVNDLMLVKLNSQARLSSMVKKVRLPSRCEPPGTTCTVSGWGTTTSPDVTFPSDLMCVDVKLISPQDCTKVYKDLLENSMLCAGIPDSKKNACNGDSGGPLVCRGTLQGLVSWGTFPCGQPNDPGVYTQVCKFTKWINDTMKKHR
ASAP1 GAP inh = inhibitors of human ASAP1 ArfGAP activity, primary screen, biochemical, fluorescence polarization. AID 624377, 2012. Arf-GAP with SH3 domain, ANK repeat and PH domain-containing protein 1 (Homo sapiens), …. 0.19% of 360,000 active. inhibition, % at 16.5 µM. ASAP1-stimulated ARF1 GTP hydrolysis, GDP FP detection; in the data active = inhibition above about 25%;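 also: 0% = vehicle with enzyme and substrate and 100% = no enzyme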
LEDGF integ inh = blockers of LEDGF/p75-dependent integrase strand transfer – biochemical, TR-FRET, high throughput, primary screen; HIV-1 integrase (with human LEDGF/p75); TR-FRET IN-LEDGF/p75 DNA integration, Eu/Cy5; inhibition, % at 3.7 µM; 0.64% of 370,000 active; AID 743269, 2014;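 active = inhibition above the screen-wide mean plus 3 SD, cut at about 13% in these data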;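 also: signal is the Cy5 over europium emission ratio at 671 and 618 nm; 0% = plate median of compound wells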
ARFGAP1 inhibitor = inhibitors of rat ARFGAP1 GAP activity, primary screen, biochemical, fluorescence polarization, GDP tracer; ADP-ribosylation factor GTPase-activating protein 1 (Rattus norvegicus), Q62848; Arfgap1-stimulated ARF1 GTP hydrolysis, GDP FP detection; inhibition, % at 16.5 µM; 0.26% of 360,000 active;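 active = inhibition above a per-plate limit, mean inhibition of low control wells plus 3 SD, cut at about 25% in these data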;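 also: 0% = DMSO wells with enzyme and 100% = wells lacking Arfgap1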
Target sequence (Q62848 1-136 limits assumed): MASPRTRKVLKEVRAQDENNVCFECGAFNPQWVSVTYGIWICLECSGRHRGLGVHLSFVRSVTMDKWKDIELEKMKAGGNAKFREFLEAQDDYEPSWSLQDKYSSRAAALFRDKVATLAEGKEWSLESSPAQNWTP
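Material: rat Arfgap1 GAP domain (His6, aa 1-136), purified enzyme. Also added: human ARF1(Δ1-17)-GTP substrate. Compound dosing: 16.5 µM single point, 1.26% DMSO. Timing: enzyme reaction 120 min at 25 °C after 20 min preincubation. Signal: GDP detection by fluorescence polarization. Read-out basis: percent inhibition of GAP-stimulated GDP formation, scaled between DMSO and no-Arfgap1 medians.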
ADAM17 inh = ADAM17 inhibitors, primary screen, biochemical, QFRET; Disintegrin and metalloproteinase domain-containing protein 17 (Homo sapiens), P78536; recombinant ADAM17, EDANS/DABCYL FRET peptide cleavage; inhibition, % at 6.95 µM; 0.83% of 370,000 active; AID 720648, 2013;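 active = inhibition above the mean of compounds lying between control limits plus 3 SD, set per campaign, cut at about 8.5% in these data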;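 also: 0% = DMSO-only wells as the low control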
Tn7 DDE FP = inhibitors of Tn7 peptide binding to fibrin DD(E), primary screen, biochemical, fluorescence polarization, human fibrin, Tn7 probe | Fibrinogen beta chain (Homo sapiens), P02675 | FP displacement of FITC-Tn7 peptide from fibrin DD(E); 0% = median of compound wells per plate | inhibition, % at 8.3 µM | 0.13% of 370,000 active;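 active = inhibition above the mean of compounds falling within the control limits plus 3 SD of them, cut at about 14% in these data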;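 also: 0% = plate median of compound wells and 100% = 10 µM Aha-Tn7 peptide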
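Assay system: Human fibrin DD(E) protein | Medium: Tris buffer with calcium and detergent, pH 7.8 | Reagent: 0.1 µM fluorescent Tn7 | Compound dosing: Single point at 8.3 µM | Times: 10 min preincubation, 3 h with tracer, room temperature | Detection: Fluorescence polarization of the labelled Tn7 tracer | Controls: Aha-Tn7 high control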
PLC-gamma1 inh = PLC-gamma1 enzyme inhibitors, primary screen, biochemical, fluorescence, purified enzyme. 1-phosphatidylinositol 4,5-bisphosphate phosphodiesterase gamma-1 (Homo sapiens), P19174. 0.84% of 370,000 active. AID 720700, 2013. inhibition, % at 12.2 µM. fluorogenic substrate; in the data active = inhibition above about 9.5%
TDP2 inh = human TDP2 enzyme inhibitors, primary screen, biochemical, epi absorbance, recombinant enzyme. inhibition, % at 12.8 µM. T5PNP hydrolysis, p-nitrophenol absorbance 415 nm. 0.34% of 370,000 active. Tyrosyl-DNA phosphodiesterase 2 (Homo sapiens), O95551;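 active = inhibition above the mean of all tested compounds plus 3 SD, set per campaign, cut at about 25% in these data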;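 also: 0% = DMSO with enzyme and 100% = buffer with substrate but no TDP2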
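Assay system: Recombinant human TDP2 | Quantity: 120 nM TDP2 per well | Incubation: 2 h at 37 °C | Signal: Epi absorbance | Evaluation: Percent inhibition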
ADAM10 inh = human ADAM10 inhibitors, primary screen, biochemical, QFRET, HTS. Disintegrin and metalloproteinase domain-containing protein 10 (Homo sapiens), O14672. recombinant ADAM10, EDANS/DABCYL FRET peptide cleavage, 3 h. inhibition, % at 7 µM. 0.62% of 370,000 active;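 active = inhibition above a per-campaign cutoff equal to the mean of compounds falling between control-based bounds plus 3 SD, cut at about 20% in these data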;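 also: 0% = DMSO wells while the 100% control is not disclosed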
Target sequence (O14672 214-748 limits assumed): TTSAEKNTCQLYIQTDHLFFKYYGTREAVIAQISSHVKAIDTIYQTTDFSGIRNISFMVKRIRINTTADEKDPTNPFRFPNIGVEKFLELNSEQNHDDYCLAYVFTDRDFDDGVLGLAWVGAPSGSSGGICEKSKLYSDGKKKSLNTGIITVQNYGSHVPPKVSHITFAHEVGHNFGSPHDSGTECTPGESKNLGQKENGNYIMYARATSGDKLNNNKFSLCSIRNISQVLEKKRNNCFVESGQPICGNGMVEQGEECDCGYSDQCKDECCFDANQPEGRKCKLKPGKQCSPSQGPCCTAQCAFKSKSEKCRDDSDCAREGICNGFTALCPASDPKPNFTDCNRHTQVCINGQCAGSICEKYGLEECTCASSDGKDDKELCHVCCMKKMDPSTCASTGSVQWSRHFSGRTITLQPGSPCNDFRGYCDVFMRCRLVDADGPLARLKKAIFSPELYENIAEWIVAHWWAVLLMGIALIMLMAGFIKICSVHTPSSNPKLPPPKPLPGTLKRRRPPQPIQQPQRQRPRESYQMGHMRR
* marks the source's active call; other numbers are inactive results; i = inactive; / = not tested or not shown. Compounds were not picked by outcome; about 4.2% have a hit in one of these screens.

SMILES	DDE Tn6 FP inh	proKLK7 act	ASAP1 GAP inh	LEDGF integ inh	ARFGAP1 inhibitor	ADAM17 inh	Tn7 DDE FP	PLC-gamma1 inh	TDP2 inh	ADAM10 inh
CCOc1ccccc1N=C1SCC(C)N1C(=O)C1CCN(c2ncnc3sc(C)c(C)c23)CC1 (configuration not stated)	0	-0.1	-2	0	10	-7	-6	-3	-1	-8
CS(=O)(=O)N(CC(=O)NCc1ccc2c(c1)OCO2)c1ccccc1	0	-0.3	1	-1	5	-3	4	2	11	-3
CS(=O)(=O)N(CC(=O)NC1CC2CCC1C2)c1cccc(C(F)(F)F)c1 (configuration not stated)	-9	0.2	-1	2	0	4	0	6	3	3
CC(=O)N1c2ccccc2Nc2ccccc21	5	0.1	5	-4	2	-3	4	1	2	1
C[C@@H]1O[C@@H](Oc2c(-c3cc(O)c(O)c(O)c3)oc3cc(O)cc(O)c3c2=O)[C@H](O)[C@H](O)[C@H]1O	-8	-0.3	-9	55*	-10	-2	-2	4	-8	4
CC(=O)Nc1ccc(S(=O)(=O)NCc2nc(-c3ccccc3)no2)cc1	9	0.0	12	0	-8	-2	2	-1	-1	-2
O=C(Nc1ccccc1C(F)(F)F)C1CCCC1	-3	0.6	5	0	1	5	3	5	-20	16
O=C(CN1CCOCC1)N/N=C/c1cccc2ccccc12	-7	-0.3	15	-1	0	-3	-3	1	6	4
C[C@@H]1CN([C@@H](C)CO)C(=O)c2cc(C#CC3CCCCC3)cnc2O[C@@H]1CN(C)S(=O)(=O)c1ccc(F)cc1	3	-0.5	0	3	3	6	11	0	-8	3
CC(=O)Nc1ccc(/C=N\NC(=O)c2cccc(S(=O)(=O)N(C)C)c2)cc1	-4	-0.2	/	-1	/	-1	-2	-20	-7	-4
C=CCOc1c(CNn2nnnc2N)cccc1OC	-6	-0.8	-8	-3	-1	2	3	-2	-7	1
CCCCNC(=O)COCc1cc(-c2ccc3c(c2)OCO3)on1	3	-0.4	-4	0	-5	1	-7	0	-5	3
Nc1c(C(=O)CSc2nnc(Cc3ccccc3)o2)c(=O)[nH]c(=O)n1C1CC1	3	-0.8	-10	-2	-11	-7	6	-3	3	-14
COC(=O)[C@H]1C[C@H](OC(=O)NCc2ccc(OC)c(OC)c2)[C@@]2(O)CN(S(=O)(=O)c3ccc(C)cc3)CC2[C@H]1C(=O)OC (some centres not stated)	-7	0.3	-2	-1	1	-4	-6	1	2	-1
O=C1NC(=Nc2ccc(F)cc2)CS1	-3	0.6	5	-4	-2	-6	3	-1	5	-7
Cc1ccc2c(CC(=O)OC(C)C(=O)NCc3ccc4c(c3)OCO4)coc2c1 (configuration not stated)	-11	-0.7	6	0	7	2	-2	3	-8	9
COc1cccc(/C=N/Nc2nn3cnnc3c3ccccc23)c1	3	-0.4	0	1	-1	-5	8	-2	2	-3
O=c1[nH]c2ccccc2c2ccccc12	7	-0.1	-6	-4	5	-6	-3	-3	-6	-16
CCN(c1ccccc1)S(=O)(=O)c1ccc(Oc2ccc(C(C)=O)cc2OC)nc1	-9	0.2	-17	-2	-1	0	-4	1	14	-2
Cc1ccc(SCc2cc(=O)n3[nH]cnc3n2)cc1	-7	0.0	9	-2	-2	-6	11	-3	-3	3
COc1ccc(CCNC(=O)COc2cc(C)cc3oc(=O)cc(C)c23)cc1OC	2	0.2	-14	2	0	0	-1	-1	-4	-6
COc1ccc(S(=O)(=O)N2CCSC2c2ccc(OC)c(OC)c2)cc1 (configuration not stated)	-8	0.3	6	-3	3	-2	-1	5	-6	-8
COC(=O)c1c(NC(=O)C2c3ccccc3Oc3ccccc32)sc(C)c1C	0	0.0	6	-2	-4	-1	3	3	-5	-2
COc1ccc(Cl)cc1Cn1c(C)c(C(=O)NCc2cccc(C(F)(F)F)c2)sc1=O	-8	-0.1	2	-1	7	-4	7	-1	0	-9
Cc1ccc(C2=CSC3=NS(=O)(=O)CCN23)cc1	-4	-0.1	-5	-4	1	-4	3	1	-4	-4
SMILES	DDE Tn6 FP inh	proKLK7 act	ASAP1 GAP inh	LEDGF integ inh	ARFGAP1 inhibitor	ADAM17 inh	Tn7 DDE FP	PLC-gamma1 inh	TDP2 inh	ADAM10 inh
COc1ccc(NC(=O)CN(Cc2ccco2)Cc2ccco2)cc1S(=O)(=O)N1CCCCC1	10	0.6	1	-2	-7	-1	3	-3	-9	-4
Cc1ccc(N(C)S(=O)(=O)c2cccc(C(=O)Nc3nc4ccccc4[nH]3)c2)cc1	-8	-3.7	-7	4	5	7	-1	-23	-3	11
FC(F)Oc1ccc(NC(=S)NCc2nc3ccccc3[nH]2)cc1	-7	-0.2	-1	2	-7	-7	4	-5	4	-8
CC(=O)N1C[C@@H](CO)[C@@H](N(C)C(=O)C(C)(C)C)C[C@H]1c1ccccc1	-8	0.5	-5	-1	0	0	7	-1	6	7
Cc1ccc(S(=O)(=O)N2CCCC2CO)cc1 (configuration not stated)	-6	-0.5	-14	-3	-7	1	-5	-2	-13	-4
Cc1cccc2cc(CN(C(=O)c3cnccn3)C3CCCCC3)c(Cl)nc12	-3	0.4	-8	1	-2	3	-1	5	-7	12
Cc1cccc(N2C(S)=C(C#N)C(=O)NC23CCCCC3)c1	6	0.1	-9	1	-7	-2	-8	1	13	-4
Cc1ccc(/C=C/S(=O)(=O)NCCC(=O)NCc2ccccc2F)cc1	4	0.5	5	1	-11	0	-3	4	-9	-7
O=C(NS(=O)(=O)Nc1ccccc1)C1=C(N2CCCC2)COC1=O	1	0.2	-15	0	-8	-4	9	-7	10	1
CCOc1ccc(CCNC(=O)COC(=O)c2ccc(C)c([N+](=O)[O-])c2)cc1OCC	-6	-0.1	-3	-2	6	-4	0	-2	4	-2
CCOc1cc2nc(-c3ccc(OC)c(OC)c3)nc(N3CCOCC3)c2cc1OC	-6	-4.2	2	-2	26*	-9	-3	-77	-4	-18
CC(=O)c1c(C)nc(-c2cccc([N+](=O)[O-])c2)n1O	-5	-0.3	-2	2	-1	0	-1	2	-1	7
Cc1ccc(-c2c(C(=O)N/N=C/c3sccc3C)nnn2-c2nonc2N)cc1	4	-1.7	1	3	6	4	3	-6	4	15
COc1ccccc1-c1sc2ccccc2c1-c1ccc(O)cc1	-6	-0.5	17	-2	-7	-4	-8	-122	-3	-12
Cc1nc(NCC2CC2)c2nnn(Cc3ccccc3)c2n1	-8	-0.1	-4	-5	2	-8	0	7	-9	-1
CCCCCC(=O)N1C[C@@H](n2cc(-c3ccc(F)cc3)nn2)[C@H](O)C[C@@H]1c1ccc(OC)cc1	6	0.3	-9	0	-14	0	7	0	-1	0
COc1ccc(CCn2c(NCCCN3CCOCC3)nc3c2c(=O)[nH]c(=O)n3C)cc1	-7	-0.3	3	0	11	-5	5	-2	9	-1
CC(=O)c1ccc(-c2ccc(C(=O)NCC(c3ccco3)N(C)C)o2)cc1 (configuration not stated)	6	19*	-7	2	6	-318	-2	-254	-6	i
Cc1nn(-c2ccc(C(=O)O)cc2)c(C)c1Cl	5	0.6	1	2	2	-5	3	1	-2	1
CCOc1ccccc1N1CCN(C(=O)CNC(=O)c2ccccc2F)CC1	3	0.5	-7	-1	-7	1	-7	5	15	0
CC(C)Oc1ccc(CCNC(=O)C2CCC(=O)N(C3CCCCCC3)C2)cc1 (configuration not stated)	6	-0.4	-3	0	-11	-3	4	0	3	2
CCOc1ccc(OC(=O)c2cccnc2)cc1	0	0.1	10	0	4	-5	-5	-2	-6	7
CN(C)Cc1cn(CCC(=O)O)c2ccccc12	-4	0.0	-9	2	-5	-4	4	9	2	-15
Cc1onc(-c2ccccc2)c1C(=O)N1CCN(c2ccccc2)CC1	2	0.3	-13	-6	11	-4	1	0	-3	6
Cc1ccccc1CS(=O)(=O)Cc1ccc(C(=O)NCCCN2CCCC2=O)o1	6	-0.3	1	2	9	0	3	2	10	2
SMILES	DDE Tn6 FP inh	proKLK7 act	ASAP1 GAP inh	LEDGF integ inh	ARFGAP1 inhibitor	ADAM17 inh	Tn7 DDE FP	PLC-gamma1 inh	TDP2 inh	ADAM10 inh
CC(C)(CNC(=O)CNC(=O)c1ccccc1F)N1CCOCC1	-4	0.3	-8	0	6	-4	-2	-1	8	-5
CC(C)CCNC(=O)CN(C(=O)Cn1nnc(-c2ccc(F)cc2)n1)C1CCCC1	-5	0.1	2	-3	16	-4	1	-1	-5	3
O=C(Nc1ccc2c(c1)C(=O)N(CC1CCCO1)C2=O)c1cccc(Br)c1 (configuration not stated)	2	-1.1	1	2	1	-17	2	-42	-6	-58
CCN1CCCC1CNC(=O)c1cc(N)ccc1OC (configuration not stated)	4	3.0	-8	7	2	-24	-3	-130	-12	-72
CC1=NN(c2ccccc2)C(c2ccco2)C1 (configuration not stated)	4	0.4	4	-1	-1	1	0	-10	-7	5
FC(F)(F)c1cccc(-c2ccc(-c3csnn3)o2)c1	-4	0.3	-8	3	-3	-2	-2	2	-6	2
CCOC(=O)NC(Nc1ccc(OC)cc1)(C(F)(F)F)C(F)(F)F	6	0.4	-4	2	2	-8	-8	-2	-4	-17
COc1ccccc1C1NC(=O)NC(C)=C1C(C)=O (configuration not stated)	10	-0.7	-4	-1	2	-4	2	-1	-2	-6
CN(C(=O)c1cccc(NC(=O)Cc2ccc(NC(=O)C3CCN(C(=O)CCc4ccccc4)CC3)cc2)c1)C1CCCCC1	1	-0.9	2	-5	-1	0	2	0	2	0
CSc1ccc(NC(=O)NN(c2ccccc2)C2CCS(=O)(=O)C2)cc1 (configuration not stated)	-5	-0.3	-9	-1	-4	-4	7	1	-1	-5

Source: PubChem BioAssay
